# PfHsp90 yeast 2 = inhibits growth of yeast expressing Plasmodium falciparum Hsp90; S. cerevisiae expressing PfHsp90, BacTiter-Glo ATP, 48 h; yeast lacking PDR1 and PDR3 efflux regulators; inhibition, % at 9.4 µM; 310,000 compounds, 0.32% hits; AID 504621;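 active = every replicate shows inhibition above about 80%, whatever the replicate mean, limit read from the data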;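 also: 0% = DMSO neutral controls and 100% = 20 µM radicicol positive controls; yeast relying on Plasmodium falciparum Hsp90 in place of its own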
# phage Ecoli inh = E. coli growth loss with phage present. growth absorbance. 360,000 compounds, 0.26% hits. inhibition, % at 11.9 µM; in the data active = inhibition above about 11%
# HTR5A inv ag = inverse agonist of human HTR5A in OPRM1-OPRD1 counter-screen; HTR5A cell line, luminescence, inverse agonism; 340,000 compounds, 0.083% hits; inhibition, % at 9.3 µM; in the data active = inhibition mostly above about 23%, no sharp cut-off; inactive = mostly below about 18%;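 also: 0% = cells with DMSO and 100% = no-cell wells with DMSO; some compounds called inactive have numbers as strong as hits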
# MOR-DOR ag = agonists of human mu-delta opioid receptor heterodimerization. cells, OPRM1-OPRD1 heterodimerization, luminescence. activation, % at 9.3 µM. 340,000 compounds, 0.3% hits. AID 504326; in the data active = activation above about 18%;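 also: 0% = vehicle-treated cells and 100% = reference agonist; values of inactives mirror those of a sister screen read the other way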
# MOR-DOR inv ag = inverse agonists of human mu-delta opioid receptor heterodimerization; 340,000 compounds, 0.21% hits; cell-based MOR-DOR heterodimer luminescence, inverse agonism; inhibition, % at 9.3 µM; in the data active = inhibition above about 22%, passing the limit was not always enough;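 also: 0% = cells with DMSO and 100% = wells without cells with DMSO; values of inactives mirror those of a sister screen read the other way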
# AddAB inh = less growth of phage-infected E. coli with AddAB; 330,000 compounds, 0.29% hits; inhibition, % at 11.9 µM; E. coli expressing H. pylori AddAB, absorbance growth; AID 435030; in the data active = inhibition above about 12%;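 also: 0% = vehicle wells of infected cells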
# SUMO Mot1 rescue = blocks SUMOylation pathway, rescuing yeast Mot1-301 growth; S. cerevisiae Mot1-301 growth rescue, ATP luminescence, 38.5C; percent above DMSO median, 100 means doubled; growth rescue, % at 18.8 µM; 320,000 compounds, 1% hits; AID 2716;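 active = every valid replicate shows activation above 250% relative to neutral control wells; inactive = the rest, any valid replicate at or below 250%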;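 also: OY570 slx delta 5 strain wells were the positive control but not used for scaling; some compounds called inactive have numbers as strong as hits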
# DSG3 Ab inh = inhibitors of pemphigus antibody binding to human desmoglein-3 | P32926 | DSG3-coupled beads, scFv-anti-DSG3-GFP binding, flow cytometry; stronger effect = lower value | binding (percent of control), % at 10 µM | 310,000 compounds, 0.48% hits;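 active = binding more than 3 SD below its plate's average and above zero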; also: some compounds called inactive have numbers as strong as hits
# Target sequence (P32926 whole entry, looked up): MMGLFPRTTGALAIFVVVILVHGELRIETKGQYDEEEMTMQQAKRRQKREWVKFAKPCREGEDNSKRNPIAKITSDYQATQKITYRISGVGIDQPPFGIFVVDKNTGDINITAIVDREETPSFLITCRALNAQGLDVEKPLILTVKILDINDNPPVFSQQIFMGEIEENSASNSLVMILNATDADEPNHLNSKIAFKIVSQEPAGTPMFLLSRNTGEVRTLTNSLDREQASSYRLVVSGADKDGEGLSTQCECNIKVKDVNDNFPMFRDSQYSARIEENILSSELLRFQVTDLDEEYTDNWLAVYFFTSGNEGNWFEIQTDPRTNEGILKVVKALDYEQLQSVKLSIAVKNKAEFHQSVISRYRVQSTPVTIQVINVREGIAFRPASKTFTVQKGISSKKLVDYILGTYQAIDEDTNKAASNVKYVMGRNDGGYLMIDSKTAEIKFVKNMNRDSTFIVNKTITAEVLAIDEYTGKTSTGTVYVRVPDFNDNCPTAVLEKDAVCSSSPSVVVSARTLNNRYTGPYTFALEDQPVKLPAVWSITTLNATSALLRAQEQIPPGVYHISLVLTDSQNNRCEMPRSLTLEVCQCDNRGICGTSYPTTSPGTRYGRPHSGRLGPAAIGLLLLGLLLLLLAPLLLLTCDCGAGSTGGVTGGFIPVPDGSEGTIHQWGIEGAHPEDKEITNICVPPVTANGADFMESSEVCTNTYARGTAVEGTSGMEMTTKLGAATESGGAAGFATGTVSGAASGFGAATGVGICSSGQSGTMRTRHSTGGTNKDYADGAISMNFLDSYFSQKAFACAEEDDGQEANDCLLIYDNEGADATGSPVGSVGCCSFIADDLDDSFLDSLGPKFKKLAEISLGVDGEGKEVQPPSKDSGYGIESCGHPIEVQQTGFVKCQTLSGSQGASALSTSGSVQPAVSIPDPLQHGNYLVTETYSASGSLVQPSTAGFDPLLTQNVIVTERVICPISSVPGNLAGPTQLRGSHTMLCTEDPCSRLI
# Ecoli viability = reduces bacterial viability in AddAB counter-screen; AID 449728; inhibition, % at 11.9 µM; 330,000 compounds, 0.27% hits; E. coli V3065 growth, OD600 absorbance, 18 h;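 active = inhibition above the campaign's mean inhibition across all tested compounds plus 3 SD, cut at about 9.9% in these data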;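 also: uninfected addAB+ strain grown without phage in ampicillin broth; 0% = DMSO wells and 100% = ciprofloxacin 0.95 µg/ml wells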
# HTR5A ag ctr = activates human HTR5A in OPRM1-OPRD1 agonist counter-screen; 340,000 compounds, 0.61% hits; HTR5A agonist assay, luminescence, cell-based; P47898; activation, % at 9.3 µM; in the data active = activation mostly above about 9.5%, no sharp cut-off; inactive = mostly below about 7.6%;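 also: 0% = cells with vehicle only and 100% = reference agonist; strong numbers were not always called active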
# PKA-R1A act = activators of PKA-R1A complex; activation, % at 11.4 µM; 340,000 compounds, 0.083% hits; PKA-R1A dissociation, Cy5-IP20 fluorescence polarization; scaled: DMSO 0%, 113 µM cGMP 100%;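 active = percent activation above the mean of all tested compounds plus 3 SD, cut at about 19% in these data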;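 also: higher means more PKAc released from R1A so a rise in polarization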
# Starred values were filed as active, the others as inactive; · = no result given.
SMILES,PfHsp90 yeast 2,phage Ecoli inh,HTR5A inv ag,MOR-DOR ag,MOR-DOR inv ag,AddAB inh,SUMO Mot1 rescue,DSG3 Ab inh,Ecoli viability,HTR5A ag ctr,PKA-R1A act
N#CC1=C2Sc3ccccc3N2CCCC1=O,-29,2.0,-4,-1.4,8,-0.6,-4,87,-0.3,-2,2
Cc1ccc(C)c(N2CCN(C(=O)CCn3c(=S)[nH]c4cc5c(cc4c3=O)OCO5)CC2)c1,-11,2.6,3,-3.8,16,1.3,2,99,-0.8,-1,-11
O=C(NC1CCCc2c1cnn2-c1ccc(F)cc1F)c1csnn1 (configuration not stated),20,2.6,-25,-1.1,6,-1.3,13,114,0.8,-1,2
CN(C(=O)c1ccc(NC(=O)C2CCN(C(=O)OC(C)(C)C)CC2)cc1)C1CCC1,15,1.7,-31,0.2,-1,0.8,6,100,-1.1,10,1
O=C(c1ccco1)N1CCN(C(=S)Nc2ccc(Br)cc2Cl)CC1,-1,1.2,14,-0.7,2,·,12,105,·,0,3
Cc1ccc(CN=C(Nc2ccccc2)NC2CCCCC2)cc1,25,3.3,4,0.3,-2,2.0,-6,106,0.4,-2,3
Cc1cc(C)n(C(C)CNS(=O)(=O)c2ccc(C)c(C)c2)n1 (configuration not stated),-67,3.3,11,-1.5,8,1.5,-12,112,1.8,-3,-6
N#Cc1cccc(C(=O)OCC(=O)c2ccc3c(c2)NC(=O)CO3)c1,·,3.5,-1,-2.4,15,1.0,3,93,1.5,0,6
CC(Sc1nc2sc3c(c2c(=O)n1-c1ccccc1)CCCC3)C(=O)O (configuration not stated),20,-0.5,-24,-2.4,12,-0.2,-11,92,0.8,8,-4
O=C(CSc1cc(Cl)ccc1Cl)NC1CCCc2ccccc21 (configuration not stated),25,0.2,-10,0.7,-4,-0.6,0,84,0.3,4,5
O=C1CN(c2nc(-c3cccnc3)nc3sc4c(c23)CCCC4)CCN1,·,2.0,-9,-2.5,12,0.0,8,122,-3.0,3,2
CN1CCN(CCCNC(=O)c2ccc3c(c2)N(Cc2ccc(F)cc2)CCS3)CC1,-2,-1.0,1,-2.7,14,1.2,166,109,-1.1,0,-10
CSc1ccccc1C(=O)Nc1ccc(C)cc1C,5,1.8,5,-0.6,4,2.3,254,101,-3.5,7,-3
O=C1CC(N2CCOCC2)C(=O)N1c1ccc2c(c1)OCO2 (configuration not stated),24,0.2,-13,-3.9,16,1.8,-15,·,-0.8,5,-2
COc1ccc(N2CCN(C(=O)CSc3nnc(-c4cccnc4)n3-c3ccc(F)cc3)CC2)cc1,0,1.9,-15,-5.1,23,0.2,-6,·,-0.9,1,6

# Structures above containing a thiophene ring, fused or not, in the order listed:
SMILES,PfHsp90 yeast 2,phage Ecoli inh,HTR5A inv ag,MOR-DOR ag,MOR-DOR inv ag,AddAB inh,SUMO Mot1 rescue,DSG3 Ab inh,Ecoli viability,HTR5A ag ctr,PKA-R1A act
CC(Sc1nc2sc3c(c2c(=O)n1-c1ccccc1)CCCC3)C(=O)O (configuration not stated),20,-0.5,-24,-2.4,12,-0.2,-11,92,0.8,8,-4
O=C1CN(c2nc(-c3cccnc3)nc3sc4c(c23)CCCC4)CCN1,·,2.0,-9,-2.5,12,0.0,8,122,-3.0,3,2

# Going on with the list.
SMILES,PfHsp90 yeast 2,phage Ecoli inh,HTR5A inv ag,MOR-DOR ag,MOR-DOR inv ag,AddAB inh,SUMO Mot1 rescue,DSG3 Ab inh,Ecoli viability,HTR5A ag ctr,PKA-R1A act
CC(C)C(=O)Nc1ccc2oc(=O)ccc2c1,14,1.0,0,-1.5,7,1.0,-9,96,1.9,0,-9
c1csc(-c2cn3ccc4ccccc4c3n2)c1,-30,0.5,-5,-3.5,18,2.6,89,113,1.5,2,-10
Cc1cccc(C(=O)N[C@H](C(=O)Nc2ccc(C)c(S(=O)(=O)N(C)C)c2)C(C)C)c1,2,2.2,1,0.5,-2,-0.6,1,103,-0.2,0,-11
CCn1c2ccccc2c2cc(NC(=O)COC(=O)Cc3cn4ccsc4n3)ccc21,6,0.9,9,-1.9,9,·,·,100,·,2,-14
CC1CCCN(C(=O)C2(NC(=O)Nc3cccc(F)c3)CCCCC2)C1 (configuration not stated),16,1.1,4,-1.7,9,5.5,-13,102,-2.5,-1,-9
O=C(CCc1ccccc1O)N/N=C/c1ccc(Sc2cccc3cccnc23)o1,-5,0.7,-18,1.2,-6,-4.2,323,104,-1.6,2,-5
O=C(O)Cc1nc(-c2cccnc2)sc1-c1ccc(Br)cc1,-30,1.5,-19,0.9,-5,3.6,-8,98,0.1,-4,-8
O=C(COC(=O)Cc1c[nH]c2ccccc12)Nc1cccc2ccccc12,11,-0.8,-15,1.5,-8,3.5,3,94,-0.1,-2,-8
CC(=O)Nc1sc(N/N=C\c2ccccc2F)nc1-c1cccs1,12,3.1,14,1.5,-7,1.2,30,82,1.7,3,-4
O=[N+]([O-])c1ccc(Sc2n[nH]c(-c3ccco3)n2)nc1,-2,6.2,7,-1.2,6,-0.2,-10,94,1.5,-1,1
CCOc1ccc(-c2c[n+]3c(n2-c2ccccc2)CCCCC3)cc1,-6,1.1,10,-1.1,5,0.0,259,85,0.9,0,3
COc1ccc(S(=O)(=O)N2CCOC2CNC(=O)C(=O)NCC(C)C)cc1 (configuration not stated),26,0.1,-4,-0.6,3,-0.2,-10,·,0.6,-2,-15
O=S(=O)(Nc1ccc2cn[nH]c2c1)c1ccccc1,·,0.5,-4,-3.4,17,0.8,-7,117,0.3,1,-11
CN(C)c1cccc(C(=O)NCc2ccccc2)c1,11,-0.1,1,1.7,-9,1.9,-2,105,2.0,3,-13
Cc1nn(-c2ccccc2)c(N)c1Sc1ccccc1[N+](=O)[O-],-4,3.2,0,0.5,-3,1.0,-1,109,-3.0,-3,-9
CC1CCN(C(=O)CN2C(=O)NC(C)(c3ccc4ccccc4c3)C2=O)CC1 (configuration not stated),2,-1.1,-7,-0.4,1,-1.3,-8,·,-1.2,3,-8
Cc1ccn2c(CN3CCOCC3)c(-c3ccccc3)nc2c1,-31,3.5,7,-2.7,14,3.5,-5,100,-1.1,-3,-5
COCCNC(=O)CCc1c(C)nc2c(-c3ccc(F)cc3)c(C)nn2c1C,11,2.4,-22,-2.3,12,1.4,-5,96,0.6,8,-1
COC(=O)CCC(=O)c1oc2ccccc2c1N,-7,1.0,-28,-0.5,3,0.0,-7,·,0.3,3,-16
O=C1c2ccccc2C(Nc2ccc(F)c(Cl)c2)N1Cc1ccco1 (configuration not stated),22,2.4,-2,-1.4,8,-0.3,-2,113,-2.9,8,-8
COCCNc1nnc(SCC(=O)NC(=O)c2ccccc2OC)s1,-7,2.4,-12,2.5,-14,0.2,8,97,-1.3,1,9
N#Cc1ccccc1OCC(=O)Nc1ccc2c(c1)OCCCO2,-2,-0.4,-10,-2.8,15,3.5,2,104,0.9,4,0
CN(Cc1ccc(C(C)(C)C)cc1)C(=O)C1CSC2(C)CCC(=O)N12 (configuration not stated),-4,0.8,7,0.8,-3,0.9,-21,·,0.2,-3,-7
CCC1=C(OC(=O)N(CC)CC)N2C(=O)OC(=NCC(=O)OC)[C@]2(C)[C@H]2C1=CC[C@H]1C(=O)N(C)C(=O)[C@H]12,11,1.2,-11,-0.3,2,-0.3,4,107,-2.8,4,-6
Cc1ccccc1-c1nc(CS(=O)CC(=O)NCCN2CCOCC2)c(C)o1 (configuration not stated),-1,1.8,-14,-2.0,11,1.8,-4,101,-2.7,1,-3
CCOc1ccc(N(CC(=O)NCCc2ccc(Cl)cc2)S(=O)(=O)c2c(C)[nH]c(=O)[nH]c2=O)cc1,5,4.9,-41,0.6,-3,-1.7,-21,102,0.2,-2,-6
O=C(CN(C(=O)CSc1nnc(COc2ccccc2)o1)c1ccc(F)cc1)NC1CCCC1,-22,1.9,-21,-0.4,2,-0.5,-3,99,1.6,2,-3
O=c1o[nH]c(-c2ccccc2)c1N=Nc1c(F)cccc1Cl,-23,0.3,-12,-3.0,14,-3.9,17,102,-1.3,3,-7
COc1ccc(CCN(Cc2ccccn2)C(=S)Nc2ccccc2C)cc1OC,10,2.0,3,-0.9,4,3.0,1,100,0.2,-1,-11
O=C(c1ccco1)N1CCCN(Cc2nc(-c3ccc4c(c3)OCO4)no2)CC1,1,15*,-9,-1.4,7,-1.7,23,99,-0.2,3,6
O=C(Nc1cccc(Cl)c1)c1nc[nH]c1C(=O)NCCN(CCNC(=O)c1[nH]cnc1C(=O)Nc1cccc(Cl)c1)CCNC(=O)c1[nH]cnc1C(=O)Nc1cccc(Cl)c1,-4,4.6,13,1.4,-8,1.6,0,92,2.1,8,-1
CCN(CC)CCCNC(=S)N1CCC(c2nc3ccccc3[nH]2)CC1,-2,0.6,-21,-2.1,11,2.6,725,112,-1.2,8,4
CCN1C(=O)C(CC(=O)Nc2ccc(OC)cc2)N(CCc2ccc(F)cc2)C1=S (configuration not stated),12,1.1,-56,5.0,-26,-1.1,-18,105,-0.3,-7,-6
CN1CCN(c2ccccc2NC(=O)c2sc3ccccc3c2Cl)CC1,7,3.1,-2,-1.6,8,-1.7,19,117,-1.4,1,-5
COc1ccc(S(=O)(=O)Nc2cccc(-c3ccc4nncn4n3)c2)c(OC)c1,·,2.1,-3,-0.7,3,-1.9,139,98,-3.5,1,-4
Cc1ccc2oc(=O)cc(CN3CCOCC3)c2c1,2,-3.3,0,-0.4,2,3.0,13,106,0.9,0,5
Cc1ccc(C(=O)c2cc3ccccc3o2)cc1,2,3.6,-8,-0.8,4,0.4,13,112,-0.1,1,4
CC(=O)c1cccc(NC(=O)C2C3C=CC(C3)C2C(=O)O)c1 (configuration not stated),-5,0.1,21,-0.5,3,4.4,-5,104,1.3,0,-18
CN(C)S(=O)(=O)c1ccc(Cl)c(C(=O)OCC(=O)c2ccco2)c1,1,0.8,4,2.1,-9,0.2,4,113,0.2,-2,9
COc1ccc(S(=O)(=O)N2CCCCC2)cc1NC(=O)c1ccc(Cl)nc1,5,1.2,-10,-0.1,1,-0.1,1,102,1.8,3,-1
CCOCc1cnc(C)nc1NCC(=O)c1c(C)[nH]c2ccc(OC)cc12,-28,1.8,4,-0.3,2,1.4,2,84,-0.9,0,7
CCOC(=O)CC(=O)CSc1ncnc2c1cnn2-c1ccccc1,-2,1.6,-4,4.3,-21,2.5,7,100,5.2,2,2
CC(C)(C)C(=O)N1CCN(c2ccc([N+](=O)[O-])c(NCC3CCCO3)c2)CC1 (configuration not stated),-4,3.1,13,-1.3,8,0.6,8,98,-2.9,2,-19
C=CCn1c(C(O)c2ccccc2)nc2ccccc21 (configuration not stated),-5,4.0,2,-2.1,11,0.5,-10,116,-0.9,11,-7
O=C(NCc1ccncc1)C(=O)NCC(c1ccco1)N1CCN(c2ccc(F)cc2)CC1 (configuration not stated),11,3.7,-5,-2.5,14,2.4,-8,122,-0.8,5,0
CC(=O)c1cccc(NC(=S)NNC(=O)c2ccco2)c1,13,4.0,16,-3.5,18,0.6,0,104,-1.0,-7,-3
